Screens from PubChem.
RmlC RmlD mix = RmlC/RmlD inhibition, mixture screen; inhibition, % at 5.5 µM; actives 0.39% (n = 110,000); RmlC/RmlD coupled enzyme inhibition, 384-well mixture HTS; in the data active = inhibition above about 30%, passing the limit was not always enough; note: strong numbers were not always called active
RT RNaseH block = inhibitors of HIV-1 reverse transcriptase RNase H. RT-RNase H RNA/DNA duplex cleavage, fluorescence. AID 565. inhibition, % at 10 µM. actives 1.9% (n = 65,000). P04585; in the data active = inhibition above about 50%
Numbers without * were called inactive; . = no result given. An excerpt. The share of hits here may be higher or lower than overall.

A first look:
SMILES	RmlC RmlD mix	RT RNaseH block
CCOC(=O)C(NC(C)=O)(N1CCc2ccccc2C1)C(F)(F)F (centres undefined)	13	5
Cc1ccc(S(=O)(=O)n2nc(C)cc2C)cc1	-13	.
CCN1CCN(CCNC(=O)C2CCCN(Cc3nc(-c4cccc(Cl)c4)oc3C)C2)CC1 (centres undefined)	-3	7
O=C(C1CCC1)N1CCc2cc(S(=O)(=O)NCc3ccccn3)ccc21	-12	.

Main list, previewed entries included:
SMILES	RmlC RmlD mix	RT RNaseH block
CCOC(=O)C(NC(C)=O)(N1CCc2ccccc2C1)C(F)(F)F (centres undefined)	13	5
Cc1ccc(S(=O)(=O)n2nc(C)cc2C)cc1	-13	.
CCN1CCN(CCNC(=O)C2CCCN(Cc3nc(-c4cccc(Cl)c4)oc3C)C2)CC1 (centres undefined)	-3	7
O=C(C1CCC1)N1CCc2cc(S(=O)(=O)NCc3ccccn3)ccc21	-12	.
O=C(c1cnn2c(C(F)(F)F)cc(-c3cccs3)nc12)N1CCN(Cc2ccccc2)CC1	3	.
Cc1c(Cl)cccc1NC(=S)NCCC(c1ccccc1)c1ccccc1	-10	.
O=c1oc2cc(OCc3ccc(F)cc3F)ccc2cc1-c1ccccn1	-51	.
CC(C)(C)N1CC(c2nc3ccccc3n2Cc2ccc(F)cc2)CC1=O (centres undefined)	-17	.
Nc1nc2n(n1)C1(CCCCC1)C1=C(CCCC1)N2	21	1
CC1(C)CC(=O)c2cnc(NC(=O)Cc3ccc(Cl)cc3)nc2C1	-3	-14
CC(=O)c1ccc(-n2nncc2C(C)(C)C)cc1	.	-2
CC(C)(C)Cc1nnc(NS(=O)(=O)Cc2ccccc2)s1	27	25
Cc1ccnc(NC(=O)c2cc(S(=O)(=O)N3CCCCC3)ccc2Cl)c1	4	4
O=C(NCC(=O)N(CC1CCCO1)C(C(=O)NC1CCCCC1)c1ccccc1)c1cccs1 (centres undefined)	8	.
CCn1c(SCC(=O)Nc2nc(-c3ccccc3)cs2)nnc1-c1ccccc1	-6	13
C=C(C)CC1N(c2cccc(OC)c2)C(=O)C2C(C(=O)O)C3C=CC21O3 (centres undefined)	14	-6
COc1cc(CC(=O)O)ccc1O	5	.
CCOC(=O)N1CCC(NC(=O)C2CCCN(c3nc4ccccc4o3)C2)CC1 (centres undefined)	-9	5
CCOC(=O)N1CCC(Nc2nc3ccccc3n3cnnc23)CC1	-26	-3
CS(=O)(=O)N(CC(=O)Nc1ccc(C(N)=O)cc1)C1CCCCC1	0	.
CCCCN1CC(O)=C(c2nc(-c3ccc(Cl)cc3)cs2)C1=N	-7	.
CCOC(=O)C1CN(S(=O)(=O)c2ccc(OC)cc2)c2cc(S(=O)(=O)CC)ccc2O1 (centres undefined)	11	.
CCN(CC)C(=O)C1CCCc2c1[nH]c1ccc(Cl)cc21 (centres undefined)	-12	3
Cc1cc(C)n(-c2cc(-n3nc(C)cc3C)ncn2)n1	3	-7
COc1ccc(CC(=O)c2cc(OC)c(OC)cc2CC(=O)O)cc1OC	-6	-12

Ordered by SMILES length (low to high): some entries from above.
SMILES	RmlC RmlD mix	RT RNaseH block
CC(=O)c1ccc(-n2nncc2C(C)(C)C)cc1	.	-2
CCCCN1CC(O)=C(c2nc(-c3ccc(Cl)cc3)cs2)C1=N	-7	.
CCOC(=O)C(NC(C)=O)(N1CCc2ccccc2C1)C(F)(F)F (centres undefined)	13	5
CS(=O)(=O)N(CC(=O)Nc1ccc(C(N)=O)cc1)C1CCCCC1	0	.
CCN1CCN(CCNC(=O)C2CCCN(Cc3nc(-c4cccc(Cl)c4)oc3C)C2)CC1 (centres undefined)	-3	7

Further records follow.
SMILES	RmlC RmlD mix	RT RNaseH block
COc1ccccc1NC(=O)NC(=O)N(C(C)C)S(C)(=O)=O	4	.
C1=Nc2c(Nc3ccccc3)ncnc2Oc2ccccc21	12	-14
CC(C)(C)c1ccc(C(=O)Nc2cnccn2)cc1	6	-4
CCOC(=O)Nc1ccc(C(=O)Oc2ccccc2)c(O)c1	-15	-9
O=C(O)C1Nc2c(C(=O)N3CCOCC3)cccc2C2C=CCC12 (centres undefined)	6	77*
COc1ccccc1-n1nc(C(=O)NCc2ccco2)c2ccccc2c1=O	-14	-9
O=C1NCCCC1C(=O)Nc1ccccn1 (centres undefined)	-11	-2
Cc1ccc(NC(=O)CSCC(=O)N2c3ccccc3CCc3ccccc32)cc1	0	.
CCOC(=O)C1=C(C)OC(N)=C(C#N)C1c1cc(C)sc1C (centres undefined)	2	.
CCCc1cc(C(=O)Cc2ccc(C(=O)OCC)o2)c(O)cc1O	8	-33
CCC1=C(OC(=O)N(CC)CC)N2C(=O)OC(=NCC3CC3)[C@]2(Cc2ccccc2)[C@H]2C1=CC[C@H]1C(=O)N(C)C(=O)[C@H]12	-11	.
CCOc1cccc(NC(=O)c2ccc(S(=O)(=O)N3CCCC3)cc2)c1	6	3
CN(C)/C=C/c1c(C#N)c(=O)ncn1Cc1ccccc1	-26	-10
COc1cc(OC)cc(-c2cc3nc(C4CCN(C(=O)OC(C)(C)C)CC4)cc(=O)n3[nH]2)c1	-8	.
CC(=O)NC(C)C(=O)OCc1ccc(Cl)cc1Cl (centres undefined)	.	-8
CCOC(=O)c1sc(NC(=O)/C=C/c2cnn(C)c2C)c(C(=O)OC(C)C)c1C	-82	.
CSCCC(NC(=O)c1ccccc1)c1nc(-c2ccccc2)no1 (centres undefined)	-2	-3
CCCS(=O)(=O)c1c(S(=O)(=O)CCC)c2c(N)cccn2c1C(=O)c1ccccc1	7	.
O=C1CCCc2c1nn(-c1ccccc1)[n+]2[O-]	4	-6
CCCCN(C(=O)c1ccco1)c1nnc(-c2cc(OC)c(OC)c(OC)c2)s1	-16	6
O=C(Nc1ccccc1)C1=C[C@@H](c2ccc(Br)cc2)C[C@@H](OCc2ccc(CO)cc2)O1	6	.
CCNC(=O)C1CC(=O)N(Cc2ccc3c(c2)OCO3)C(=Nc2ccc(F)cc2)S1 (centres undefined)	-18	19
COc1cccc(S(=O)(=O)N2CCN(c3ccccc3F)CC2)c1	-10	-18
Cc1cc(C)n2c(SCC(=O)Nc3ccccc3)nnc2n1	13	-13
FC(F)(F)c1cnc(Nc2ccc(N3CCOCC3)cc2)c(Cl)c1	-14	6

(next part)
SMILES	RmlC RmlD mix	RT RNaseH block
Cn1c(C(=O)O)c(CC(=O)Nc2ccc(F)cc2F)c2ccccc21	6	3
COc1cc(NS(=O)(=O)c2ccc(N/C=C(\C#N)c3nc4cc(Cl)ccc4o3)cc2)nc(OC)n1	-7	.
COc1ccc(Cn2nc(C)n(N(C)c3ncc(C(F)(F)F)cc3Cl)c2=O)cc1	-6	.
CCOC(=O)c1sc(NC(=O)Cn2nnc3sc4c(c3c2=O)CCCC4)nc1C	6	.
CC1CCCCC1NC(=O)COC(=O)c1ccccc1NC(=O)c1ccco1 (centres undefined)	3	.
Cc1cc(C)c2nc(-c3ccccn3)cc(C(=O)NCc3ccco3)c2c1	7	40
COc1ccc(C2CCCN2C(=O)Nc2ccccc2)cc1OC (centres undefined)	-4	.
COc1ccc(OC)c(C2C3=C(CCCC3=O)NC3=C2C(=O)CCC3)c1	-2	.
COC(=O)C1=C(C)NC(=O)NC1c1ccccc1 (centres undefined)	-10	-22
O=C(Nc1ccccc1N1CCCCC1)c1ccco1	-10	.
CCOC(=O)c1cnc2nc(COc3ccccc3)[nH]n2c1=O	1	3
Cc1ccc(OCC(=O)N2CCCCCC2)c(C)c1	-10	-5
O=C(NCCN1CCCC1)c1ccc2c(=O)n(CCc3ccccc3)c(=O)[nH]c2c1	10	11
O=c1c2ccccc2nc2n1CCN2	-7	1
O=C(Nc1cccnc1)c1ccc(Oc2ccccc2)cc1	-13	6
CC(C)c1ccc(-c2nnn(Cc3nc4ccccc4s3)n2)cc1	6	-16
Cc1nc2ccccc2c2c1C(=O)N(C(C)C)C2=O	-16	-5
Clc1ccc2oc(-c3ccccn3)nc2c1	4	-7
O=C(Nc1nc(-c2ccccn2)cs1)C1COc2ccccc2O1 (centres undefined)	13	0
O=C(NCc1ccccn1)c1cc(-c2ccccc2)on1	-6	-17
COc1ccc(-c2noc(CCC(=O)N3CCC(C)CC3)n2)cc1	-10	.
CCCCCc1nnc(N)s1	-6	.
CCC(c1nnnn1Cc1ccc2c(c1)OCO2)N1CCN(c2ccc(OC)cc2)CC1 (centres undefined)	-7	-1
O=C(CSc1nnc(CNc2ccc(F)cc2)n1Cc1ccco1)N1CCCC1	22	0
CCN(CC)C(=O)CSc1nc(N)c(C#N)c(-c2cccs2)c1C#N	9	.

(more compounds)
SMILES	RmlC RmlD mix	RT RNaseH block
COCCNc1nc2c(c(=O)n(C)c(=O)n2C)n1Cc1cccc(C(F)(F)F)c1	17	10
OCc1nc2ccccc2n1CC(O)COc1ccccc1 (centres undefined)	10	5
CC(C)NC(=O)CN(C)S(=O)(=O)c1ccc(F)cc1	4	-8
CCN1C(=O)c2cccc3c(S(=O)(=O)NCc4ccco4)ccc1c23	3	1
c1coc(-c2nc3c([nH]2)CCc2nonc2-3)c1	12	.
CC(=O)c1c(COC(=O)c2ccccc2)nc2ccccc2[n+]1[O-]	-9	.
CN(C)Cc1cc(C(C)(C)c2cc(CN(C)C)c(O)c(CN(C)C)c2)cc(CN(C)C)c1O	-11	-3
CCn1cc(C(=O)NC2CCCCC2)c(=O)c2cc(S(=O)(=O)N(C)C)ccc21	10	1
COc1ccccc1N1CCN(C(=O)CSc2nc(C)cc(=O)[nH]2)CC1	8	.
Cc1cccc(NC(=S)N(CCN(C)C)C(C)c2ccccn2)c1 (centres undefined)	-12	.
CSCc1nnc(NC(=O)c2ccc(S(=O)(=O)N(CC(C)C)CC(C)C)cc2)o1	.	22
CC1=C(C(=O)OCC2CCCO2)C(c2ccc(C)o2)C2=C(CC(c3ccc(N(C)C)cc3)CC2=O)N1 (centres undefined)	10	17
CN(C)CCc1c[nH]c2ccc(Cn3cncn3)cc12	-5	.
CCN(CC)c1ccc(/C=N/n2c(=S)[nH]nc(C)c2=O)cc1	5	-3
COc1cc2cc(C(=O)O)[nH]c2c(OC)c1OC	10	.
CCc1nc(SC)[nH]c(=O)c1C	-30	-10
C#CCNC(=O)C1=C[C@H](c2ccc(Br)cc2)C[C@H](OCc2ccc(CO)cc2)O1	5	.
COCCn1nnnc1CN1CCC(C)CC1	-13	.
COc1cc(C(=O)N(Cc2cccc(Cl)c2)C2CCS(=O)(=O)C2)cc(OC)c1OC (centres undefined)	-2	.
COc1ccc(-c2nc(CCNC(=O)c3cccs3)cs2)cc1	-8	.
COCCn1c(C23CC4CC(CC(C4)C2)C3)n[nH]c1=S	0	16
Cc1noc(C)c1S(=O)(=O)NCCCN1CCN(Cc2ccccc2)CC1	.	-8
CCCCCn1c(N(C)Cc2ccccc2)nc2c1c(=O)[nH]c(=O)n2C	5	-4
CC1CN=C(NCc2ccncc2)S1 (centres undefined)	4	8
O=C1c2ccccc2NC(c2ccccn2)N1c1ccc(Cl)cc1 (centres undefined)	-3	-6

Reprinted at random: five compounds from above.
SMILES	RmlC RmlD mix	RT RNaseH block
COc1ccc(OC)c(C2C3=C(CCCC3=O)NC3=C2C(=O)CCC3)c1	-2	.
COc1cc(NS(=O)(=O)c2ccc(N/C=C(\C#N)c3nc4cc(Cl)ccc4o3)cc2)nc(OC)n1	-7	.
CC(=O)NC(C)C(=O)OCc1ccc(Cl)cc1Cl (centres undefined)	.	-8
CCN1CCN(CCNC(=O)C2CCCN(Cc3nc(-c4cccc(Cl)c4)oc3C)C2)CC1 (centres undefined)	-3	7
C#CCNC(=O)C1=C[C@H](c2ccc(Br)cc2)C[C@H](OCc2ccc(CO)cc2)O1	5	.

More records.
SMILES	RmlC RmlD mix	RT RNaseH block
CCCCNc1nc2ccccc2n1CC(=O)N1CCc2ccccc2C1	-13	-2
Cc1ccc(/C=N/NC(=O)C(NC(=O)c2ccccc2)c2n[nH]c(=O)c3ccccc23)cc1 (centres undefined)	-57	.
CCOC(=O)Nc1sc(NS(=O)(=O)c2ccccc2)nc1C	6	-5
Cc1cc(Oc2ccccc2)nc(OCC#N)n1	2	0
O=C(NCc1ccco1)c1ccc2c(=O)n(CCC3=CCCCC3)c(=O)[nH]c2c1	5	52*
Cc1ccnc(NC(=O)CCC(=O)N(CC(=O)NCCc2ccccc2)Cc2ccco2)c1	-1	-9
CC(C)(C)NC(=O)CN(C(=O)CS(=O)CC(=O)Nc1ccc(F)cc1)c1ccc(Cl)cc1 (centres undefined)	-11	5
CS(=O)(=O)Nc1ccc(C(=O)N2CCN(c3ccccc3F)CC2)cc1	-10	.
CCNC(=O)/C=C1\NC(C)(C)Cc2c1ccc1ccccc21	25	.
Cc1ccc(S(=O)(=O)Nc2cc(-c3nn(C)c(=O)c4ccccc34)ccc2N2CCOCC2)cc1	-11	.
CCOC(=O)c1sc(C)c2c(=O)n(CC)nnc12	12	-6
Cc1nn(Cc2ccc(Cl)cc2)c(C)c1NC(=O)CSc1nc2c(c(C(F)(F)F)n1)CCc1ccccc1-2	10	.
CCOC(=O)c1oc2ccc(CNC(C)(C)C)c(Cl)c2c1C	-3	.
COCc1nnc(NC(=O)CSc2ccc(C)cc2)s1	-11	23
CC(=NCc1ccco1)c1c(O)n(C)c(=O)n(C)c1=O	6	-13
Cn1c(CNC(=O)c2ccc(F)cc2)nc2ccccc21	-14	-7
CCOC(=O)c1sc(NC(C)=O)nc1C	5	.
CCOc1cc(/C=N/NC(=O)Cn2nc([N+](=O)[O-])cc2C)cc(Br)c1OCc1ccccc1C	14	.
